BoNT-F LC inh – blocks Botulinum neurotoxin F light chain protease | inhibition, % at 10 µM | Multiplex microsphere protease cleavage assay, flow cytometry | AID 588497 | 0.22% of 360,000 active; in the data active = inhibition above about 35%, passing the limit was not always enough; inconclusive = no clear call, values can overlap the other calls; note: plate controls were buffer without enzyme for full effect and enzyme alone for no effect
PrPC surface inh – inhibitors of human cell surface prion protein PrPC | TR-FRET read-out | inhibition, % at 13.8 µM | 0.43% of 370,000 active | AID 720596; in the data active = inhibition above about 24%; note: 0% = median of the test wells and 100% = reference compound wells
Yp Topo-I inh – blocks Yersinia pestis topoisomerase I activity; 0.064% of 360,000 active; Y. pestis Topo-I cleavage product accumulation, plate reader; activity, % at 10 µM; AID 504884; in the data active = activity above about 50%, passing the limit was not always enough; inconclusive = no clear call, values can overlap the other calls; note: inactives centre near 2
TcdB GH inh – inhibitors of Clostridioides difficile toxin B glycohydrolase; P18177; inhibition, % at 9.99 µM; TcdB glycohydrolase enzymatic assay, plate reader; AID 652162; 0.24% of 350,000 active; in the data active = inhibition above about 10%
FadD28 binding – inhibitors of Mycobacterium tuberculosis FadD28 bisubstrate binding | FadD28 bisubstrate probe binding, fluorescence polarization | inhibition, % at 12.5 µM | 0.22% of 360,000 active | AID 588549; in the data active = inhibition above about 8.5%, passing the limit was not always enough; inconclusive = no clear call, values can overlap the other calls
BoNT A protease – inhibitors of Botulinum neurotoxin A light chain protease | AID 588499 | multiplex microsphere protease substrate cleavage, flow cytometry | inhibition, % at 10 µM | 0.17% of 360,000 active; note: plate controls were buffer without enzyme for full effect and enzyme alone for no effect
CCHF vOTU inh – blocks the CCHF virus ovarian tumor domain protease; CCHFV vOTU protease, Pep-AMC fluorescence; inhibition, % at 11.5 µM; 0.55% of 370,000 active; in the data active = inhibition above about 30%; note: 0% = vehicle wells with enzyme and 100% = no enzyme wells
PfHsp40 rescue – restores yeast growth despite PfHsp40 toxicity. 0.68% of 340,000 active. growth rescue, % at 12.5 µM. AID 504582. S. cerevisiae expressing PfHsp40, growth rescue, ATP luminescence; in the data active = growth rescue above about 28%, passing the limit was not always enough; inconclusive = no clear call, values can overlap the other calls;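 note: yeast W303a lacking pdr1 and pdr3 grown in galactose medium; growth measured after three days at 30 °C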
Anthrax LF prot – blocks Bacillus anthracis lethal factor protease | P15917 | 0.12% of 360,000 active | multiplex microsphere protease cleavage assay, LF | inhibition, % at 10 µM | AID 588501; note: plate controls were buffer without enzyme for full effect and enzyme alone for no effect
Target sequence (P15917 whole entry, looked up): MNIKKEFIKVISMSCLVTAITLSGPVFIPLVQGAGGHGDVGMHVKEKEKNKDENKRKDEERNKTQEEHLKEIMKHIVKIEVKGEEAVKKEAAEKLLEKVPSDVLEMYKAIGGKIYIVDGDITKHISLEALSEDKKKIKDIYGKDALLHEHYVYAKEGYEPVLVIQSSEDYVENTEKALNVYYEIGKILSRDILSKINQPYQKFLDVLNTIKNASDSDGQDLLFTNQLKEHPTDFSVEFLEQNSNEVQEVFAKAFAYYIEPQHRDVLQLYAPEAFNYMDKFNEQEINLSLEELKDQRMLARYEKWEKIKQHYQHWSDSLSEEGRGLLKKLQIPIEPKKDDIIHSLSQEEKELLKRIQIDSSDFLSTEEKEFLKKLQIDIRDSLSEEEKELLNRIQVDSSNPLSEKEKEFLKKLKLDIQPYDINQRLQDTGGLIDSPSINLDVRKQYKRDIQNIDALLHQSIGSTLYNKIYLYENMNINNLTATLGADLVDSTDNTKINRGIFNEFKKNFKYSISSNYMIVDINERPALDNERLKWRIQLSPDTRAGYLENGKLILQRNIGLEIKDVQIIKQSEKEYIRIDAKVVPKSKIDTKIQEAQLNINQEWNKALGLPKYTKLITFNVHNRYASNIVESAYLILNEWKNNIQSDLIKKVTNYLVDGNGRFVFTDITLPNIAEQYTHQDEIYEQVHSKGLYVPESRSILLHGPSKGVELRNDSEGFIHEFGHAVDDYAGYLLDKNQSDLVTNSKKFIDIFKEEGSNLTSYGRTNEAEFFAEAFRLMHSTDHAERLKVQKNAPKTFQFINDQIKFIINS
Starred values were filed as active, the others as inactive; ? = inconclusive; · = no result given. Cut-off read from the data, not from the text of the source, unless noted: active = inhibition above about 30%; inconclusive = no clear call, values can overlap the other calls; inactive = below that. Outcome played no part in choosing rows; 2.3% or so of the library scored in one or more.

SMILES	BoNT-F LC inh	PrPC surface inh	Yp Topo-I inh	TcdB GH inh	FadD28 binding	BoNT A protease	CCHF vOTU inh	PfHsp40 rescue	Anthrax LF prot
CC1(C)Cc2c(sc(NC(=O)c3ccc(S(=O)(=O)N4CCCCCC4)cc3)c2C#N)C(C)(C)N1	-5.2	0.9	3.7	-0.8	1.0	-4.4	-6.3	-0.1	-2.5
CC1(C)CC(CC(=O)O)(c2ccc(Cl)cc2)CCO1 (stereo not given)	4.3	3.9	-4.7	·	-0.1	-0.3	-8.6	-0.2	-1.8
Brc1ccc(-c2nnc(SCCC3OCCCO3)o2)cc1	-4.4	6.9	24.6	·	-0.8	-0.1	-8.1	0.8	-3.7
O=C(c1ccccc1)c1ccc2c(c1)OCCOCCOCCOCCO2	8.6	6.2	-4.2	0.6	0.0	-0.5	-2.5	1.5	-3.0
O=C(CSc1nc2c(c(=O)n1-c1ccccc1)SCC2)N1CCN(c2ccccc2)CC1	-15.7	-9.5	32.8	1.0	0.0	-1.7	6.8	-1.8	0.5
COc1ccc(C)cc1NC(=O)NCCCCc1ccccc1	-2.0	3.8	24.6	-0.9	-3.8	0.2	11.3	0.0	-0.7
Cc1cc2c(cc(C(=O)OC(C(=O)NCC3CCCO3)C(C)C)n2C)o1 (stereo not given)	-0.7	4.8	-1.2	0.9	-1.7	0.1	-8.7	-0.8	-0.5
O=C(COC(=O)CCC(=O)c1cccs1)Nc1ccc(S(=O)(=O)N2CCOCC2)cc1	10.6	0.5	-1.1	·	-1.6	0.7	1.5	-1.6	-1.5
COc1ccccc1OCc1n[nH]c(=S)n1Cc1ccccc1	-2.7	-1.8	13.8	2.9	-2.1	-0.7	-10.9	0.8	-1.0
O=C(CSc1nnc(-c2ccncc2)n1-c1ccc(Cl)cc1)Nc1ccc(C(=O)O)cc1	4.9	-6.9	3.7	-0.4	-1.8	0.7	5.8	-0.7	-3.5
COc1cccc(-n2c(C)c(C(C)=O)c(C(C)=O)c2C)c1	-2.8	-6.6	-5.0	·	-3.0	0.3	9.4	0.7	-1.2
CC(=O)Nc1ccc(S(=O)(=O)N2CCCN(S(=O)(=O)c3ccc(NC(C)=O)cc3)CC2)cc1	10.1	2.8	-5.4	·	-1.6	1.3	-4.0	0.1	6.1
Cc1ccc(C)c(Cn2cnc3c(oc4ccccc43)c2=O)c1	-2.4	6.0	6.2	2.3	-0.2	-0.4	-1.5	1.0	-3.2
C=CCn1c(C)cc(C(=O)CSc2nnc(NC(C)C)s2)c1C	3.1	6.2	4.7	·	2.4	-0.7	-4.0	-1.0	1.4
CCCCN(C)CCNC(=O)C1CCCN(S(=O)(=O)c2cccc3nsnc23)C1 (stereo not given)	5.1	-33.3	-1.5	1.8	-0.7	1.9	3.8	0.1	-1.7
CCn1c(=O)c2ccccc2n(Cc2ccccc2C)c1=O	10.9	-5.9	0.5	-1.3	-2.0	5.3	-1.2	0.5	-4.0
Cc1ccccc1NC(=S)NC(=O)C1CCCCC1	8.2	9.1	18.3	0.5	-1.4	1.4	7.3	2.9	1.7
COCCN(CCOC)Cc1cc(=O)oc2cc(C)c(Cl)cc12	1.6	-3.6	·	0.1	0.0	-1.2	-0.1	·	-0.4
Oc1ccccc1-c1nnc(SCCN2CCOCC2)n1Cc1ccccc1	8.9	-10.7	-1.8	·	-4.7	-0.2	-9.8	249.2*	-2.3
CC(=O)Nc1ccc(S(=O)(=O)Nc2cccc3[nH]ncc23)cc1	2.8	-1.2	-2.0	-0.3	-4.7	1.3	-10.0	-1.1	3.1
COc1ccc(OC)c(N(CC(=O)Nc2cccc(C(F)(F)F)c2)S(C)(=O)=O)c1	-13.7	-7.0	5.4	2.5	-1.0	-1.2	4.8	2.6	-3.5
O=C1C(F)=CC(COC(c2ccccc2)(c2ccccc2)c2ccccc2)OC1n1cc(F)c(=O)[nH]c1=O (stereo not given)	-4.8	8.6	36.3	-6.1	-10.8	0.6	15.6	153.8*	-5.1
CC(C)(C)c1csc(N(CCC#N)CCC#N)n1	0.7	2.0	0.1	·	-0.9	-0.4	5.9	0.3	-4.6
O=C(/C=C/c1ccccc1Cl)Nc1cccnc1	-14.5	-10.5	-3.8	0.6	-7.2	-0.8	-5.5	1.1	1.6
CCOc1ccc(-n2cnnn2)cc1S(=O)(=O)NCc1ccccc1	-6.5	0.1	-13.4	·	-2.1	-0.6	-2.3	0.0	-0.4
COc1ccc(N2CC(C(=O)Nc3nnc(SCc4cccnc4)s3)CC2=O)cc1 (stereo not given)	·	-0.1	20.8	0.3	0.3	·	19.3	-1.9	·
CC(NC(=O)C(=O)NN=C1CCCCCC1)c1ccccc1 (stereo not given)	-1.4	3.4	0.3	-0.9	-3.9	-0.1	9.1	-1.7	1.8
COc1ccc(-n2cnc(N)c2C(=O)c2cccc([N+](=O)[O-])c2)cc1	0.0	-16.9	-7.0	1.3	-0.3	0.0	-9.8	-2.7	0.1
O=C(NNS(=O)(=O)c1ccc([N+](=O)[O-])cc1)c1ccccc1	3.2	-17.6	3.3	-16.4	-2.8	0.0	10.0	-1.2	0.0
O=C(c1cccs1)N1CCC(c2nc3ccccc3s2)CC1	0.2	·	-2.8	0.4	-3.5	1.2	·	0.7	2.0
COc1ccc(CNC(=O)CC2C[C@H](C(=O)N(C(C)C)C(C)C)[C@@]3(C)c4[nH]c5ccccc5c4CCN3C2=O)cc1OC (stereo not given in full)	-5.8	7.8	20.5	1.6	-1.7	-0.6	6.0	0.2	-0.8
O=C(O)C1C2C=CC(C2)C1C(=O)NCCc1ccccc1 (stereo not given)	3.7	-4.1	1.6	·	-1.3	-2.0	-10.2	0.0	-3.8
CC(=O)c1ccc(OC(=O)c2ccc(-n3nc(C)cc3C)cc2)cc1	-7.2	0.1	10.4	-0.3	-2.8	-0.4	-1.0	1.5	-7.1
O=C1Nc2c(Cl)cccc2C1=O	-0.6	-8.7	·	0.7	-0.1	0.7	16.7	·	-2.4
Cc1cccc(NCC(=O)N/N=C\c2c[nH]c3ccccc23)c1	-5.7	6.0	-17.4	-0.3	-1.0	-0.4	4.5	-0.9	-1.9
COCCn1c(SCC(N)=O)nc2c(c1=O)SC(C)C2 (stereo not given)	5.2	-11.0	-2.3	0.4	-1.9	0.5	9.8	0.8	-8.4

Random excerpt: 2 records from the list
SMILES	BoNT-F LC inh	PrPC surface inh	Yp Topo-I inh	TcdB GH inh	FadD28 binding	BoNT A protease	CCHF vOTU inh	PfHsp40 rescue	Anthrax LF prot
CC(NC(=O)C(=O)NN=C1CCCCCC1)c1ccccc1 (stereo not given)	-1.4	3.4	0.3	-0.9	-3.9	-0.1	9.1	-1.7	1.8
O=C1Nc2c(Cl)cccc2C1=O	-0.6	-8.7	·	0.7	-0.1	0.7	16.7	·	-2.4

More compounds follow:
SMILES	BoNT-F LC inh	PrPC surface inh	Yp Topo-I inh	TcdB GH inh	FadD28 binding	BoNT A protease	CCHF vOTU inh	PfHsp40 rescue	Anthrax LF prot
CC1CC(C)CN(CCCNC(=O)c2csc3c2CCCC3)C1 (stereo not given)	-7.4	-6.5	3.9	·	-2.6	0.5	-4.7	0.5	-6.0
CC(=O)Nc1ccc2c(c1)nc(CCN1CCN(C)CC1)n2C	-3.7	-3.8	2.6	·	0.2	-0.1	-4.7	-0.2	-9.5
CCC(C)n1c(SCC(=O)NC2CCS(=O)(=O)C2)nc2ccccc2c1=O (stereo not given)	3.0	2.1	-4.5	-0.6	-1.7	1.2	-7.5	-1.6	0.1
O=C(Nc1cccc(-n2cnnn2)c1)C1CCCN(C(=O)Cc2cccc(Cl)c2)C1 (stereo not given)	-2.5	1.3	-5.7	-0.2	-4.3	-0.4	4.3	·	-0.4
Cc1cccc(C)c1NC(=O)Cn1cnc2c(=O)n(C)c(=O)n(C)c21	1.7	1.7	3.8	·	-2.5	0.5	3.1	-1.8	-0.8
COc1ccccc1N/C(=N/S(=O)(=O)c1ccc(C)cc1)c1ccc(Cl)cc1	-6.3	5.1	27.8	·	-0.2	-0.6	-7.3	2.9	2.1
Clc1ccc(C[n+]2cc(-c3ccccc3)n3c2CCC3)cc1	?	11.9	-2.6	2.0	-2.8	1.9	-2.5	1.0	8.8
CCOc1ccc(Cc2nnc(SCC(=O)c3ccc(OC)cc3)o2)cc1	-18.3	3.9	2.2	2.7	-0.7	-1.0	-18.2	1.9	-1.9
O=C(O)COc1ccccc1/C=N/NC(=O)COc1ccc(-c2ccccc2)cc1	-4.5	4.1	12.9	1.0	0.7	-0.5	14.6	2.7	3.1
CC(OC(=O)CC1CCCC1)C(=O)Nc1ccc(Cl)cn1 (stereo not given)	-6.7	-2.7	10.5	-1.2	1.0	2.5	12.9	-0.1	-3.2
O=C(NC(=S)NNC(=O)c1ccccc1O)c1cccnc1	-3.2	-6.0	1.6	2.0	-3.5	-1.3	6.7	9.9	-1.1
CC(C)(C)NC(=O)CN(C(=O)CCN1CCCc2ccccc21)C(C)(C)C	-6.0	8.0	-0.2	-43.2	0.5	12.6	15.6	?	5.6
COc1ccc(-n2c(C)c([N+](=O)[O-])c3ccc(O)c(CN4CCCCC4)c32)cc1	-21.3	0.5	11.8	·	-1.7	-1.0	4.4	-1.2	-1.8
CCOC(=O)N1CCN(C(=O)c2c(-c3ccccc3Cl)noc2C)CC1	5.7	1.9	0.9	-9.3	-1.4	-1.3	9.0	-1.1	-1.7
CCOC(=O)c1nnn(-c2nonc2N)c1-c1ccc(Cl)cc1	1.0	5.8	1.8	8.6	-2.2	-0.3	-11.6	-0.3	-7.4
CC(Sc1nnc2ccccn12)C(=O)NCc1ccc2c(c1)OCO2 (stereo not given)	7.6	0.1	0.9	-1.1	0.7	-0.5	7.9	-1.4	-4.1
CC(=O)Nc1ccc(S(=O)(=O)Nc2nc3ccccc3nc2Nc2cccc(S(N)(=O)=O)c2)cc1	-1.7	4.7	-5.9	-2.2	3.6	-0.1	17.4	1.2	0.6
CCN(CC)S(=O)(=O)c1ccc(OC)c(NC(=O)c2ccc(-n3cncn3)c([N+](=O)[O-])c2)c1	3.1	-26.1	0.4	0.5	-0.4	-1.8	-4.4	0.9	0.4
Cc1nnc(-c2cnn(C)c2N)n1Cc1ccccc1	-12.2	-4.2	-0.9	·	-2.8	-0.3	4.3	1.0	-0.3
Cc1c(Br)c([N+](=O)[O-])nn1CC(=O)Nc1sc2c(c1C(=O)OC(C)C)CCCC2	10.1	-3.4	-5.8	·	-0.2	0.0	-17.2	-0.2	-1.6
Cn1ccc(C(=O)Oc2ccc(C(=O)Nc3ccc(F)cc3F)cc2)n1	-6.1	-1.8	-2.8	0.4	0.7	0.4	-14.2	-0.5	-2.4
Fc1ccc2c(c1)nnn2C1CCN(Cc2nnnn2C2CCCCC2)CC1	19.1	-6.9	11.0	·	-3.0	1.5	15.6	1.7	-4.0
CNC[C@H]1Oc2c(NC(=O)c3ccc(-c4nccs4)cc3)cccc2C(=O)N([C@@H](C)CO)C[C@@H]1C	-9.2	-4.5	-3.1	1.6	-3.2	-0.6	8.8	-0.3	-3.0
CC1(C(=O)Nc2cccc(OC(F)(F)F)c2)Cc2c(-c3ccc(C(N)=O)cc3)ccnc2O1 (stereo not given)	-1.3	-6.0	-23.2	0.4	-4.2	-0.3	17.1	·	0.2
CC(=O)NC(C)c1nc2ccccc2n1C(C)C (stereo not given)	-8.4	4.2	2.8	0.5	0.6	-0.8	-5.1	-0.7	5.1
COC(=O)c1cc(=O)n(C2CC2)c(=NC2CC2)s1	1.2	0.9	-1.4	·	-0.9	?	-7.2	-2.2	1.5
O=C(O)C1CSC(c2cccnc2)N1 (stereo not given)	11.0	-0.7	-6.0	·	-0.4	0.2	2.7	2.5	-2.2
CC(Sc1cccc[n+]1[O-])C(=O)Nc1cc(Cl)c(Cl)cc1Cl (stereo not given)	-10.5	-6.0	2.1	0.7	-3.2	0.1	20.1	-1.1	-2.0

Compound activity: PubChem, several laboratories
